Screens deposited in PubChem by several laboratories.
RGS4 inh: human RGS4 inhibition | AID 463165 | B-score at 10 µM | HEK293 M3R/RGS4 inducible, Fluo-4 calcium flux; hits give high values; triggered by carbachol at its EC20 | 310,000 tested, 0.45% active;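 active means B-score, a plate-corrected calcium signal, over three deviations above library mean, with baseline fluorescence within five deviations of library mean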;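 further: RGS4 expression induced by doxycycline in cells with stable M3 receptor; B-score is computed from the integrated fluorescence ratio over baseline after carbachol; higher B-score means a larger calcium signal and so more RGS4 inhibition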
Target sequence (P49798 whole entry, looked up): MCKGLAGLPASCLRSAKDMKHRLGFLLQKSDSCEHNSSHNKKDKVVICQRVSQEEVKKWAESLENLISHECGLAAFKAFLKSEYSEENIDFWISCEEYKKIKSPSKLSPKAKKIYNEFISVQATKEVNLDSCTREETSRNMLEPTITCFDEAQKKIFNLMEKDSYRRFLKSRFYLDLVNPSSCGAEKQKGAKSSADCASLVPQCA
MrgX1 ag: human MrgX1 receptor agonism, primary screen | MrgX1-HEK293 cells, Fluo-4 calcium fluorescence, agonist mode; hits give high values | B-score at 10 µM | 310,000 tested, 0.44% active | AID 588627;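 active means calcium response B-score plate-corrected fluorescence ratio at least 3 library SD, with starting fluorescence B-score inside 5 SD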
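Assay system: stable human MrgX1 HEK293 cell line. Quantity: 15,000 cells per well. Schedule: cells plated overnight, dye loaded 0.5 h 37 °C, 0.5 h room temperature. Detection: Fluo-4 NW calcium-flux fluorescence, kinetic read. Read-out basis: peak-minus-minimum fluorescence over baseline, converted to B scores. Control set: positive and negative control wells on each plate.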
TRPC4 block: blocks the mouse TRPC4 cation channel. Q9QUQ5. HEK293 TRPC4beta/mu-opioid, DAMGO-evoked Fluo4 calcium flux; hits give low values. B-score at 10 µM. 300,000 tested, 0.39% active;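 active means B-score over 3 SD under the library average, no early fluorescence shift, positive overall ratio signal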
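Assay system – HEK293 line stably carrying TRPC4beta and mu-opioid receptor · Doses – single dose · Detection – Fluo4 calcium-dye fluorescence, kinetic read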
RGS4 pot: RGS4 potentiation or activation; 310,000 tested, 0.92% active; HEK293 M3R/inducible RGS4, carbachol calcium flux Fluo4; hits give low values; AID 463111; B-score at 10 µM;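 active means B-score of the integrated calcium signal more than 4 SD below the library mean, with starting fluorescence not abnormally high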;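 further: negative B-score means reduced calcium response which marks RGS4 activation or potentiation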
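Material: M3R-expressing HEK293 line, RGS4 induced by doxycycline | Schedule: Overnight RGS4 induction, 30 min dye load 37 °C, 20 min compound RT | Measured by: Fluo4 fluorescence kinetic imaging of calcium | Read-out: Integrated calcium ratio converted to B score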
Platelet DG rel: platelet dense granule release activity; human platelet-rich plasma, SFLLRN dense granule ATP release, luminescence; inhibition, %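 (compounds screened at 7.5 µM in platelet-rich plasma)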; 300,000 tested, 0.22% active;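 active means mean replicate score, as percent of positive control, at or above 50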
TRPC6 act: mouse TRPC6 channel activation. 310,000 tested, 0.13% active. AID 2550. Q61143. HEK293-TRPC6 membrane potential dye fluorescence; hits give high values. B-score at 10 µM;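 active means B-score of the integrated fluorescence ratio above library mean plus 3 SD, and starting fluorescence ratio within library mean plus 5 SD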;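 further: higher score means more depolarization so channel activation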
Target sequence (Q61143 whole entry, looked up): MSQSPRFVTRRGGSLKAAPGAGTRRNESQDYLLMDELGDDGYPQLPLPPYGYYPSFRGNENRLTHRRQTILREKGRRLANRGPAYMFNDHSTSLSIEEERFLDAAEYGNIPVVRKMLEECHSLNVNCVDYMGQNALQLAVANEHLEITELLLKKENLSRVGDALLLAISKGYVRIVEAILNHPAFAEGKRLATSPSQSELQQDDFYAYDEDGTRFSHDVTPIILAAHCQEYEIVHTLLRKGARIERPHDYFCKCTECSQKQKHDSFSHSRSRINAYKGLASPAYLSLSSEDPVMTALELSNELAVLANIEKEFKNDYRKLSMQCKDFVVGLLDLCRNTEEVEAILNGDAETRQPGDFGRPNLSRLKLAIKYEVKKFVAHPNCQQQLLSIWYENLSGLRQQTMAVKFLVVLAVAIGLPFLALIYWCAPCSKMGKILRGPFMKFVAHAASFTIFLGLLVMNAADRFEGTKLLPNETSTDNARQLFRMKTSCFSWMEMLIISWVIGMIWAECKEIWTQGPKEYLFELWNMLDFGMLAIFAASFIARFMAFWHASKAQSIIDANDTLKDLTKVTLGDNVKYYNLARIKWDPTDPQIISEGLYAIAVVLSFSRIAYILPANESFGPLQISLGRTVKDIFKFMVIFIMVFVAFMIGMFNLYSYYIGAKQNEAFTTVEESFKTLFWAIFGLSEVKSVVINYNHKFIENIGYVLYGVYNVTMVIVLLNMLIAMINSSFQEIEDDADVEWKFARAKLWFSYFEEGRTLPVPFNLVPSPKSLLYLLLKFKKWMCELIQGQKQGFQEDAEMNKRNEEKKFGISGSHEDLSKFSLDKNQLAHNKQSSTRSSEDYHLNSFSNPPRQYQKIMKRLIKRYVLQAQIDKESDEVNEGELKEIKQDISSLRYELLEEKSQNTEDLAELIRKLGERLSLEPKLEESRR
MrgX1 allo act: allosterically activates human MrgX1 receptor signaling. Q96LB2. MrgX1-HEK293, Fluo-4 calcium flux, FDSS; hits give high values. B-score at 10 µM. 310,000 tested, 0.63% active;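 active means plate-corrected calcium response at least 3 library SD above typical, normal starting fluorescence, not activating the receptor alone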;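 further: compound read alongside a low EC10 to EC30 dose of BAM8-22 agonist; peak minus trough fluorescence over baseline measured at the second addition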
SKKanGAS inh: SKKanGAS growth inhibition | S. pyogenes SKKanGAS, kanamycin growth, BacTiter-Glo, 6 h | inhibition, % at 7.5 µM | 300,000 tested, 1.3% active;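 active means mean replicate score, as percent of positive control median, at least 50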;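 further: strain carries kanamycin resistance gene driven by streptokinase promoter and grows in 40 µg/ml kanamycin; loss of luminescence reflects streptokinase promoter inhibition or plain growth inhibition; 0% = median of DMSO wells and 100% = positive control at its reference dose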
HIF act: HIF pathway transcriptional activation. AID 1910. U2OS HRE-luciferase reporter, luminescence; normalized: DMSO 0%, desferrioxamine 100%. 300,000 tested, 0.32% active. activation, % at 7.5 µM (by protocol);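 active means mean activation of at least 10% of the iron chelator positive control signal, with at least half of replicates also reaching 10%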
TRPC6 inhibitor: inhibitors of mouse TRPC6 channel | 310,000 tested, 1.1% active | HEK293-TRPC6, membrane potential dye, ACh-evoked depolarization; hits give low values | B-score at 10 µM | AID 2553 | Q61143;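 active means B-score under library mean minus 3 SD, initial fluorescence not abnormally high, positive integrated signal ratio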;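 further: B-score derived from integrated fluorescence ratio over the kinetic read; more negative B-score means stronger inhibition of depolarization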
MrgX1 antag: human MrgX1 receptor antagonism, primary screen | MRGX1-HEK293 calcium flux, Fluo-4, BAM8-22 antagonism; hits give low values | B-score at 10 µM | 310,000 tested, 1.3% active;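 active means calcium-response B-score plate-corrected more than 3 library SD below zero, starting fluorescence within 5 deviations, no agonist response on first addition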;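 further: peak minus trough fluorescence over baseline after final BAM8-22 challenge near maximal dose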
Active calls of the source: *; i = inactive.

SMILES	RGS4 inh	MrgX1 ag	TRPC4 block	RGS4 pot	Platelet DG rel	TRPC6 act	MrgX1 allo act	SKKanGAS inh	HIF act	TRPC6 inhibitor	MrgX1 antag
O=C(CN1CCN(Cc2ccccc2)CC1)NCc1ccc(Cl)cc1	i	i	i	i	-0.5	i	i	-2.8	-0.5	i	i
CN(C)S(=O)(=O)c1ccc(C(=O)Oc2ccccc2)cc1	i	i	i	i	-8.3	i	i	1.3	0.0	i	i
O=C(O)c1cccc2c1C(=O)N(C1CCCC1)C2	i	i	i	i	2.3	i	i	-3.8	0.3	i	i
Cc1ccc(-n2c(SCC(N)=O)nnc2-c2cnccn2)cc1	i	i	i	i	-0.9	i	i	7.9	-0.5	i	i
CCCN(C(=O)c1ccc2c(SCC(=O)O)c3c(nc2c1)CCC3)c1cccc(C)c1	i	i	i	i	5.1	i	i	-4.7	-0.4	i	i
CCc1cccc(NC(=O)c2cccc3c2C(=O)N(CC2CCCO2)C3)c1 (centres undefined)	i	i	i	i	-0.3	i	i	-9.4	0.0	i	i
O=C(Nc1nnc(C2CC2)o1)c1ccc(S(=O)(=O)N2CCc3ccccc3C2)cc1	i	i	i	i	-7.9	i	i	9.3	0.0	i	i
C/C(=N\Nc1ccccc1C(=O)O)c1ccncc1	i	i	i	i	-29.6	i	i	-1.3	2.1	i	i
Cc1ccc(-c2cc(C(F)(F)F)n3nc(C(=O)NCCCn4ccnc4)cc3n2)cc1C	i	i	i	i	-2.3	i	i	-1.6	-1.1	i	i
CCOC(=O)CSC1=C(C#N)C(c2sccc2C)C(C(C)=O)=C(C)N1 (centres undefined)	i	i	i	i	-0.2	i	i	11.0	-0.5	i	i
CCOc1cc(C2Nc3ccccc3NC3=C2C(=O)CC(C)(C)C3)ccc1O (centres undefined)	i	i	i	i	-8.6	i	i	-2.7	1.8	i	i
Fc1ccccc1NC(=S)N1CCN(c2ccccn2)CC1	i	i	i	i	-5.8	i	i	-8.7	0.5	i	i
CCC(=O)Nc1nnc(SCC(=O)NC2CCCC2)s1	i	i	i	i	-2.6	i	i	-2.9	0.4	i	i
CC(=O)c1ccc(OCCCC(=O)Nc2cc(Cl)ccc2-n2cncn2)cc1	i	i	i	i	-11.8	i	i	8.8	-0.1	i	i
Cc1ccccc1NC(=O)C(NC1CCCCC1)C(C)C (centres undefined)	i	i	i	i	-3.2	i	i	10.1	-0.2	i	i
O=C1NC(c2ccc(F)cc2)Oc2ccccc21 (centres undefined)	i	i	i	i	6.9	i	i	0.7	-1.6	i	i
O=C(Cn1cnc2ccccc2c1=O)Nc1nnc(SCc2ccc(Cl)cc2)s1	i	i	i	i	-3.0	i	i	-4.2	0.2	i	i
CC1CCc2nn(CC(=O)NCCN3CCOCC3)cc2C1 (centres undefined)	i	i	i	i	8.0	i	i	1.2	0.0	i	i
Cc1ccc(-n2c(C)cc(C(=O)OCC(=O)N(CC(C)C)C3CCS(=O)(=O)C3)c2C)cc1 (centres undefined)	i	i	i	i	-1.3	i	i	-0.3	-0.2	i	i
O=C(NC(O)C(=O)c1ccc(F)cc1)c1ccc(F)cc1 (centres undefined)	i	i	i	i	-7.4	i	i	0.0	0.8	i	i
COc1cc(/C=N/O)ccc1OCc1ccc(Cl)cc1	i	i	i	i	3.2	i	i	-8.6	1.0	i	i
C=CCc1c(C)nc(SCC(=C)C)[nH]c1=O	i	i	i	i	1.7	i	i	3.3	-0.5	i	i
O=C(CN1C(=O)c2ccccc2S1(=O)=O)c1ccc(O)c(O)c1	i	i	i	i	7.7	i	i	-2.0	-1.0	i	i
O=C(NCC1CCCCC1)c1ccc(Cl)nc1	i	i	i	i	19.5	i	i	1.9	-0.3	i	i
CC(NC(=O)Cc1ccccc1)C(c1ccccc1)N1CCOCC1 (centres undefined)	i	i	i	i	10.4	i	i	0.8	-0.9	i	i

New compounds follow.
SMILES	RGS4 inh	MrgX1 ag	TRPC4 block	RGS4 pot	Platelet DG rel	TRPC6 act	MrgX1 allo act	SKKanGAS inh	HIF act	TRPC6 inhibitor	MrgX1 antag
N#C/C(=C\c1cn(CCOc2ccccc2F)c2ccccc12)C(=O)NCc1cccs1	i	i	i	i	3.1	i	i	7.4	-1.0	i	i
COc1ccccc1CC(=O)Nc1ccc2[nH]ncc2c1	i	i	i	i	7.8	i	i	9.1	-0.5	i	i
Cc1ccccc1-c1noc(CCC(=O)NCCc2ccccc2)n1	i	i	i	i	-1.0	i	i	-5.0	0.8	i	i
CC(C)(C)NC(=O)C(c1ccccn1)N(C(=O)C1CSC(=O)C1)c1cccc(F)c1 (centres undefined)	i	i	i	i	-7.8	i	i	2.7	0.4	i	i
COc1ccccc1CNC(=O)CN1C(=O)NC(C)(c2ccc(C(C)(C)C)cc2)C1=O (centres undefined)	i	i	i	i	-0.7	i	i	-3.6	0.2	i	i
CC1CCCN(C(=O)c2ccc(CNc3c(N4CCCCC4)c(=O)c3=O)cc2)C1 (centres undefined)	i	i	i	i	-7.2	i	i	-1.2	0.0	i	i
CCSc1nc2c(cnn2-c2ccc(C)cc2)c(=O)[nH]1	i	i	i	i	-13.1	i	i	14.3	-0.2	i	i
COCCCN1C(=O)c2ccc(C(=O)OCC(=O)NCCc3ccccc3)cc2C1=O	i	i	i	i	13.3	i	i	-10.0	-0.1	i	i
Cc1ccc2nc(-c3ccccc3)cc(C(=O)N3CCN(c4ccccc4O)CC3)c2c1	i	i	i	-8.58*	4.1	i	i	41.8	1.8	i	i
O=C1NCC2=C1C(c1ccc(Br)cc1)Nc1ccccc1N2 (centres undefined)	i	i	i	i	0.8	i	i	8.1	3.4	i	i
CCOc1ccc(S(=O)(=O)N2CCN(Cc3ccc4c(c3)OCO4)CC2)cc1C	i	i	i	i	-2.2	i	i	3.2	1.1	i	i
Cn1nc(C(=O)OCC(=O)Nc2ccc(S(N)(=O)=O)cc2)c2ccccc2c1=O	i	i	i	i	3.9	i	i	-1.3	0.0	i	i
Cc1ccc(S(=O)(=O)N2CCCC(C(=O)NCC3CCCO3)C2)cc1 (centres undefined)	i	i	i	i	0.1	i	i	-1.1	0.1	i	i
O=C(CSc1ccc2nnc(-c3ccncc3)n2n1)NCc1ccco1	i	i	i	i	10.6	i	i	-1.5	-0.2	i	i
Cc1ccc(C)c(NC(=O)C2CCCN(c3cnccn3)C2)c1 (centres undefined)	i	i	i	i	-0.4	i	i	-3.7	0.0	i	i
Cc1c(N/C(=N/S(=O)(=O)c2ccc(Cl)cc2)c2ccccc2)c(=O)n(-c2ccccc2)n1C	i	i	i	i	7.2	i	i	-3.7	-1.1	i	i
CC1CCN(C2(O)C(=O)Nc3ccc(Cl)cc32)CC1 (centres undefined)	i	i	i	i	6.3	i	i	1.6	-0.9	i	i
COc1ccc(-n2cc(-c3ccccc3)c3c(N4CC(C)OC(C)C4)ncnc32)cc1 (centres undefined)	i	i	i	-7.04*	5.0	i	i	15.2	-0.7	i	i
O=C(CN(C(=O)C1CSC(=O)C1)c1cccc(F)c1)NCc1ccc2c(c1)OCO2 (centres undefined)	i	i	i	i	2.9	i	i	1.5	0.5	i	i
COc1cccc(/C=N/NC(=O)CC(C)O)c1OC/C=C/c1ccccc1 (centres undefined)	i	i	i	i	12.0	i	i	-3.4	-1.3	i	i
CCOC(=O)CC1CCCCN1Cc1cn[nH]c1-c1ccc(F)cc1F (centres undefined)	i	i	i	i	-0.3	i	i	-2.2	0.0	i	i
O=C(NN1C(=O)C2C3CCC(O3)C2C1=O)c1ccco1 (centres undefined)	i	i	i	i	4.8	i	i	-4.5	0.1	i	i
CN1CCN(c2nc(-c3ccccc3)nc(-c3ccccc3)c2C#N)CC1	i	i	i	i	2.4	i	i	6.7	0.2	i	i
Cc1ccc(S(=O)(=O)CCC(=O)NCc2ccccc2Cl)cc1	i	i	i	i	2.8	i	i	-3.0	0.1	i	i
CC(C)NC(=O)c1ccc(-c2ccccc2C(F)(F)F)o1	i	i	i	i	-2.4	i	i	-4.1	1.6	i	i

The results go on.
SMILES	RGS4 inh	MrgX1 ag	TRPC4 block	RGS4 pot	Platelet DG rel	TRPC6 act	MrgX1 allo act	SKKanGAS inh	HIF act	TRPC6 inhibitor	MrgX1 antag
COc1ccccc1C(=O)N1CCCC(c2nc(-c3cc(OC)c(OC)c(OC)c3)no2)C1 (centres undefined)	i	i	i	i	16.9	i	i	5.5	0.1	i	i
Cc1cc2nc(SCC(=O)Nc3nonc3C)c3c(c2cc1C)CCCC3	i	i	i	i	2.9	i	i	-3.6	0.5	i	i
COC1CCN(Cc2c(C(=O)N3CCN(C4CCCCC4)CC3)nc3ccccn23)CC1	i	i	i	i	-3.6	i	i	-12.7	0.0	i	i
O=C(CN1CCC(C(=O)c2ccc3c(c2)OCCO3)CC1)NC1CCCC1	i	i	i	i	4.5	i	i	-3.0	-0.5	i	i
CC(=O)c1cccc(-n2nnnc2SCC(=O)N2CCCC2)c1	i	i	i	i	50.2*	i	i	3.5	-0.2	i	i
O=c1[nH]c2ccc(NCc3ccc(OCc4ccccc4Cl)cc3)cc2[nH]1	i	i	i	i	1.7	i	i	-4.6	-15.7	i	i
COc1cc(OC)cc(C(=O)N2CCC(C(=O)N3CCOCC3)CC2)c1	i	i	i	i	6.1	i	i	-1.0	-0.3	i	i
Cc1ccc(-n2nnnc2-c2cccs2)cc1[N+](=O)[O-]	i	i	i	-7.41*	5.2	i	i	13.5	-0.5	i	i
O=C(NNC(=O)C1CCCO1)c1ccccc1Cl (centres undefined)	i	i	i	i	6.4	i	i	2.5	-0.2	i	i
CN(C(=O)c1ccc(OC2CCN(CCc3ccccc3)CC2)cc1)C1CCOC1 (centres undefined)	i	i	i	i	-6.2	i	i	5.4	-0.4	i	i
Cc1ccc(S(=O)(=O)N2CCCC2)cc1[N+](=O)[O-]	i	i	i	i	-13.8	i	i	-7.4	-0.7	i	i
C=CCNC(=S)Nc1sc2c(c1C(=O)OCC)CC(C)(CC)OC2 (centres undefined)	i	i	i	i	6.0	i	i	6.6	-0.1	i	i
Cc1ccsc1C(=O)N1CCCC(N(C)Cc2ccccc2)C1 (centres undefined)	i	i	i	i	21.9	i	i	16.8	0.0	i	i
CS(=O)(=O)N(Cc1ccco1)Cc1ccccc1Cl	i	i	i	i	-0.1	i	i	8.6	0.5	i	i
COCc1nnc(NC(=O)CCS(=O)(=O)c2ccccc2)s1	i	i	i	i	2.5	i	i	1.9	-0.7	i	i
COCc1ccc(C(=O)N2CCCC(N3CCN(c4ccccc4C)CC3)C2)s1 (centres undefined)	i	i	i	i	-9.3	i	i	-3.3	-0.3	i	i
